Screens as filed in PubChem BioAssay.
T cell HTS – modulates CD8 T cell binding to vesicles. AID 2052. hit rate 0.068% among 330,000. calls only at 7 µM. 2C CD8+ T cell-vesicle binding, flow cytometry; hits give low values;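 active = response, share of CD8 T cells binding vesicles, and their 90th percentile fluorescence all below set limits, cut at about 80% in these data, passing the limit was not always enough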
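Test system: purified 2C TCR transgenic mouse naive CD8+ T cells. Probe or stimulus: QL9-peptide-loaded Drosophila micro-vesicles bearing Ld, ICAM-1 and B7-1. Incubation: binding step 1.5 h, 37 °C, antibody labelling 20 min, ice. Measured by: flow cytometry of vesicle-bound cells.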
GPR55 LPI antagonism – inhibition of LPI-stimulated GPR55 beta-arrestin translocation – imaging, U2OS, beta-arrestin-GFP, LPI agonist, primary screen (AID 2013). U2OS GPR55 beta-arrestin-GFP translocation imaging, LPI antagonism; higher % means a stronger effect. inhibition, % at 10 µM, or IC50 in µM where a hit was titrated. hit rate 0.13% among 290,000;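 active = spots per cell inhibited over 60%, with over 100 cells counted and total cytoplasm intensity under 500,000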;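 note: U2OS cells stably carrying GPR55 and arrestin-GFP stimulated by 5 µM LPI near EC80; imaged beta-arrestin-GFP aggregate spots per cell after agonist stimulation; plate controls were LPI-stimulated DMSO wells for no effect and DMSO wells without LPI for full effect; some results filed as inactive read as strong as hits; confirmed hits need IC50 under 10 µM and bright autofluorescent wells are also inconclusive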
KOR beta-arrestin-1 – kappa opioid receptor activators – cell-based, luminescence, uHTS, primary screen (AID 1777). KOR beta-arrestin recruitment, luminescence; higher % means a stronger effect. activation, % at 10 µM; hits with a dose series show EC50 in µM. hit rate 0.02% among 280,000; in the data active = activation above about 50%, passing the limit was not always enough; note: a part of the inactive calls stands beside numbers as strong as those of hits
KOR beta-arrestin-2 – KOR antagonists, beta-arrestin recruitment, cell-based, luminescence, uHTS (AID 1778) | KOR beta-arrestin recruitment, luminescence, antagonist mode; higher % means a stronger effect | inhibition, % at 10 µM, or IC50 in µM where a hit was titrated | hit rate 0.091% among 290,000; in the data active = inhibition above about 50%; note: strong numbers were not always called active
GPR55 activation – selective activators of receptor GPR55 – imaging, U2OS cells, beta-arrestin-GFP redistribution, primary screen (AID 1961); U2OS GPR55 beta-arrestin-GFP redistribution imaging; higher % means a stronger effect; activation, % at 10 µM, or EC50 in µM where a hit was titrated; hit rate 0.048% among 290,000;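 active = activation above 40% with more than 50 cells counted in the well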;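 note: U2OS osteosarcoma cells stably expressing GPR55 and beta-arrestin-GFP; plate controls were DMSO negative control for no effect and LPI positive control for full effect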
Salmonella PhoP GFP – PhoP-dependent GFP reporter repression – Salmonella Typhimurium, primary screen (AID 1863) | S. Typhimurium PhoP-regulated promoter GFP reporter, 4 h; higher % means a stronger effect | one-dose inhibition, % at 50 µM; IC50 in µM for titrated hits | hit rate 0.16% among 300,000;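 active = inhibition over 29.93%, a cutoff 3 SD above the screen mean, later confirmed by dose response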;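 note: 0% = low Mg2+ inducing control and 100% = high Mg2+ repressing control; strong numbers were not always called active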
GPR35 antagonists – GPR35 antagonists blocking zaprinast-driven arrestin recruitment, primary screen, imaging, U2OS, beta-arrestin-GFP, zaprinast agonist (AID 2058); inhibition, % at 10 µM, or IC50 in µM where a hit was titrated; hit rate 0.052% among 290,000; U2OS GPR35 beta-arrestin-GFP translocation imaging, zaprinast antagonism; higher % means a stronger effect;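 active = inhibition of at least 50% with at least 30 cells and total cytoplasm GFP at most 10,000,000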
West Nile antiviral – West Nile virus antiviral activity, cell-based, CPE readout (AID 1621) | West Nile virus-infected cells, CPE inhibition; higher % means a stronger effect | hit rate 0.02% among 290,000 | CPE inhibition, % at 10 µM, or IC50 in µM where a hit was titrated; in the data active = a potency from the dose series; note: strong numbers were not always called active
NTR1 ag – agonists of NTR1, primary screen, imaging, U2OS cells, beta-arrestin-GFP, high content (AID 493036); P30989; activation, % at 20 µM; NTR1-U2OS beta-arrestin-GFP spot imaging, agonist mode; hit rate 0.17% among 330,000;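 active = activation at or above 40% of the spot to cytoplasm intensity ratio, with at least 20 cells analyzed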;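 note: 0% = DMSO without peptide and 100% = 100 nM NTR1 peptide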
Target sequence (P30989 whole entry, looked up): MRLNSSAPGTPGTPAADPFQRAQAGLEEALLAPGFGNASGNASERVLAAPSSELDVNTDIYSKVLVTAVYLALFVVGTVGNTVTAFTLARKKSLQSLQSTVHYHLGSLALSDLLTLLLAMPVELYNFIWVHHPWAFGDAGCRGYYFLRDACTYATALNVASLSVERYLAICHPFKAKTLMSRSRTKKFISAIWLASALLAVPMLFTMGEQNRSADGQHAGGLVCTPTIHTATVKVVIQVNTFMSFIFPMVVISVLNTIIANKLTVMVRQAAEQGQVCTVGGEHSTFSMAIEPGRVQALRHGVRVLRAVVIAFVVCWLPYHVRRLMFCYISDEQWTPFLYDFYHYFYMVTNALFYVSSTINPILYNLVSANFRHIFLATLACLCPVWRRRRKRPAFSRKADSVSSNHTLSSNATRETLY
T cell HTS vesicle-bound % – second read-out of T cell HTS, no call of its own (marks repeat the call); double positive events, %; measured here: CD8+ vesicle-bound cell fraction;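 binding gate set so that unloaded-vesicle control wells show 10% double positive cells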
NTR1 ag cell count 20 µM – also measured in NTR1 ag; calls as there; cell count; measured here: cell count, cytotoxicity flag
Starred values were filed as active, the others as inactive; i = inactive; / = no result given; [ ] = dose if it differs, or a comment.

SMILES	T cell HTS	T cell HTS vesicle-bound %	GPR55 LPI antagonism	KOR beta-arrestin-1	KOR beta-arrestin-2	GPR55 activation	Salmonella PhoP GFP	GPR35 antagonists	West Nile antiviral	NTR1 ag	NTR1 ag cell count 20 µM
CCCCCCCCCCCCCCCC(=O)OC[C@H](COP(=O)([O-])OCC[N+](C)(C)C)OC(=O)CCCCCCCCCCCCCCC	/	/	-3%	1.7%	-20%	0.5%	-3%	-6%	-0.1%	1.1	55
CCOc1ccc(N(CC(=O)O)S(=O)(=O)c2cccnc2)cc1	i	42	5%	0.8%	24%	-0.1%	9%	8%	-0.4%	-3.3	56
O=C(NC(=O)c1ccccc1Cl)C(=O)Nc1ccc(Cl)cc1	i	38	5%	2.8%	-11%	-0.1%	-5%	11%	-0.3%	0.9	53
CCOC(=O)C1=C(C)NC(=O)C(C#N)C1c1ccco1 (stereo unspecified)	i	20	7%	0.6%	-42%	0.1%	-3%	5%	0.3%	2.8	60
Cc1ccc(C(=O)Nc2ccc3c(c2)OCO3)cc1S(=O)(=O)N1CCCC1	i	21	-2%	-2.1%	33%	-0.1%	-1%	7%	0.6%	-0.5	44
Cn1c(SCC(=O)NC2CC2)nnc1-c1ccco1	i	37	-2%	-6.8%	-11%	0.1%	0%	8%	-0.2%	0.4	67
COc1cccc(CNC(=O)C2CCCN(c3nn4c(=O)cc(C)nc4s3)C2)c1 (stereo unspecified)	i	44	-6%	-0.5%	-41%	-0.1%	-6%	-10%	-0.2%	-0.8	30
C=CC[C@@H]1C=C[C@H](O/N=C/[C@@H](NS(=O)(=O)c2ccc(C)cc2)[C@H](C)/C=C/CC(=O)OC)[C@@H](CO)O1	i	25	-5%	2.1%	-12%	0.5%	2%	-9%	/	0.9	53
CC(=O)c1nn(-c2cccc(Br)c2)cc1C(=O)c1ccccc1	i	48	1%	-3.2%	35%	-0.1%	1%	-7%	-0.3%	2.7	97
CC(=O)Nc1ccc(S(=O)(=O)N(C)CC(=O)OCC(=O)N(C)c2ccccc2)cc1	i	20	-1%	-1.9%	7%	0.2%	9%	9%	0.1%	0.0	69
COc1ccc(-c2nc(CS(=O)CC(=O)NCc3ccccn3)c(C)o2)cc1 (stereo unspecified)	i	44	-3%	-6.1%	5%	-0.1%	0%	-9%	/	1.1	64
CC(C)CCN1CCN(Cc2cn[nH]c2C2CCCCC2)CC1CCO (stereo unspecified)	i	58	1%	-7.6%	-14%[20 µM]	0.2%	7%	4%	-0.9%	0.4	63
CN(C)c1ccc(N/C=C/C(=O)c2ccco2)cc1	i	21	14%	-10%	12%	-0.2%	19%	12%	0.1%	-0.2	101
C=CCNc1nc(Cl)nc(Nc2cc(Cl)ccc2OC)n1	i	51	5%	0.7%	-28%	0.3%	4%	-5%	-1.6%	8.3	67
Cc1cc(Cl)ccc1NC(=O)/C=N/O	i	31	-1%	3.0%	43%	-0.2%	5%	4%	0.3%	-0.5	52
COc1cc(OC)c2c(C)cc(=O)oc2c1C(CCN1CCN(c2ccccc2)CC1)c1ccc2c(c1)OCO2 (stereo unspecified)	i	29	25%	4.0%	0%	-0.1%	3%	10%	-1.4%	-7.2	74
CCOCCCn1c(-c2ccc(Cl)cc2)n[nH]c1=S	i	40	4%	-0.2%	-3%	0.0%	3%	-11%	1.0%	-1.0	94
CC(C)(CN1CCC(Cc2ccccc2)CC1)NS(=O)(=O)c1ccccc1	i	29	20%	4.0%	14%	0.3%	-3%	13%	-0.7%	3.6	66
FC(F)(F)c1cccc(-n2cc(-c3ccccc3)[nH]c2=S)c1	i	60	-4%	-6.3%	10%	-0.1%	4%	0%	-0.9%	6.3	89
Cc1ccc(NC(=O)Cn2cccc2)cc1C	i	29	4%	-2.1%	-4%	0.3%	10%	0%	-0.2%	-0.5	70
COc1ccc(S(=O)(=O)N2CCSCC2)cc1	i	24	3%	-0.4%	1%	-0.2%	8%	-1%	-0.4%	1.5	58
CC(=O)Oc1cccc(C(=O)Nc2ccccc2NC(=O)c2cccc(OC(C)=O)c2)c1	i	25	9%	2.3%	-1%	0.0%	5%	0%	0.4%	-0.1	45
Cc1nc(NCc2ccc3c(c2)OCO3)c2nnn(Cc3ccccc3)c2n1	i	8	13%	-3.6%	-9%	0.9%	-15%	23%	0.0%	1.5	76
Cc1ccc(S(=O)(=O)N2CCCCC2)cc1NC(=O)CSc1nnnn1C	i	57	0%	3.0%	-16%	0.0%	/	-6%	-0.3%	1.8	58
O=[N+]([O-])c1ccc(CSc2nc3ccccc3[nH]2)cc1	i	47	-3%	-2.3%	16%	0.3%	2%	27%	-1.1%	0.7	50

Among those listed so far, these have a furan ring, fused or not.
SMILES	T cell HTS	T cell HTS vesicle-bound %	GPR55 LPI antagonism	KOR beta-arrestin-1	KOR beta-arrestin-2	GPR55 activation	Salmonella PhoP GFP	GPR35 antagonists	West Nile antiviral	NTR1 ag	NTR1 ag cell count 20 µM
CCOC(=O)C1=C(C)NC(=O)C(C#N)C1c1ccco1 (stereo unspecified)	i	20	7%	0.6%	-42%	0.1%	-3%	5%	0.3%	2.8	60
Cn1c(SCC(=O)NC2CC2)nnc1-c1ccco1	i	37	-2%	-6.8%	-11%	0.1%	0%	8%	-0.2%	0.4	67
CN(C)c1ccc(N/C=C/C(=O)c2ccco2)cc1	i	21	14%	-10%	12%	-0.2%	19%	12%	0.1%	-0.2	101

Later entries:
SMILES	T cell HTS	T cell HTS vesicle-bound %	GPR55 LPI antagonism	KOR beta-arrestin-1	KOR beta-arrestin-2	GPR55 activation	Salmonella PhoP GFP	GPR35 antagonists	West Nile antiviral	NTR1 ag	NTR1 ag cell count 20 µM
c1ccc(CCn2c(C3CC3)nc3ccccc32)cc1	i	31	-10%	-7.4%	0%	-0.1%	13%	-12%	-0.4%	0.7	73
Cc1cccc(-n2ncc3c(N4CCCc5ccccc54)ncnc32)c1	i	42	-8%	-12%	20%	-0.1%	-4%	-3%	-0.9%	6.9	60
COc1ccc(CC(=O)NNC(=O)c2cc(C)[nH]n2)cc1	i	33	-15%	8.1%	-17%	-0.1%	-3%	-6%	0.0%	0.1	66
Cc1ccc(CCN2CC(C(=O)NC3CCCCC3)CC2=O)cc1 (stereo unspecified)	i	21	19%	-5.1%	-14%	-0.1%	-3%	4%	-0.4%	-1.8	58
COc1cccc(OC)c1C(=O)Nc1ccc2c(c1)CCCN2S(=O)(=O)c1ccc(C)cc1	i	25	7%	5.3%	0%	0.2%	-1%	0%	0.0%	0.8	60
CC(=O)N1CCc2cc(S(=O)(=O)NC(Cc3ccccc3)C(=O)Nc3cc(C)ccn3)ccc21 (stereo unspecified)	i	14	-10%	-3.6%	-36%	-0.1%	-1%	9%	-0.2%	-0.7	52
O=C1CC(SCCO)C(=O)N1c1ccc(Oc2ccccc2)cc1 (stereo unspecified)	i	8	-6%	1.0%	-47%	-0.2%	-1%	-1%	0.7%	-0.2	51
O=C1NC2(CCCCC2)N=C1c1ccccc1	i	38	1%	-4.5%	-8%	0.0%	-5%	1%	0.1%	1.4	77
Cc1ccccc1-n1c(Cn2c(=O)sc3ccccc32)nnc1SCC(N)=O	i	29	-3%	0.8%	-4%	-0.1%	-5%	5%	-0.6%	3.5	68
CN(CC(=O)Nc1ccc(F)cc1)C(=O)CSc1nc2ncc(Cl)cc2[nH]1	i	34	1%	1.0%	-8%	0.5%	0%	-7%	-0.7%	-0.5	52
CCCc1cc(-c2n[nH]c(=S)n2Cc2ccccc2)cs1	i	36	-2%	2.6%	-36%	0.3%	17%	8%	1.2%	0.8	50
CNC(=O)c1cc2c(ccc3ccccc32)oc1=N	i	54	-3%	4.0%	-20%	-0.2%	-10%	-4%	-0.2%	0.8	68
Cc1c(C(=O)NC2CCS(=O)(=O)C2)oc2ccccc12 (stereo unspecified)	i	16	-7%	0.1%	-2%	0.2%	1%	17%	-0.1%	-1.6	35
CN1CCN(c2ccc(NC(=O)CN3CCOCC3)cc2F)CC1	i	22	-4%	7.8%	-41%	-0.4%	-3%	9%	0.8%	-1.2	61
O=C(CSc1nc(O)cc(=O)[nH]1)Nc1ccc2c(c1)CCC2	i	44	-4%	-1.0%	12%	1.3%	-13%	10%	0.3%	-1.0	87
COc1ccc(C2c3cc(OC)c(OC)cc3CCN2C(=O)c2cccc([N+](=O)[O-])c2)cc1OC (stereo unspecified)	i	17	-3%	-4.3%	29%	0.3%	-5%	-13%	-0.3%	-0.6	79
Cc1cccc(C)c1NC(=S)N(Cc1cccs1)C1CCCC1	i	10	8%	3.0%	-5%	-0.3%	-6%	6%	-0.6%	1.6	42
Nc1cc(=O)[nH]c(SCC(=O)Nc2cc(S(=O)(=O)N3CCOCC3)ccc2Cl)n1	i	56	18%	-4.0%	15%	-1.1%	1%	-3%	-0.1%	-2.0	55
O=C(NC1CC2CCCC(C1)N2C(=O)Nc1cccc(F)c1)C1CC1 (stereo unspecified)	i	35	12%	3.1%	6%	-0.1%	-4%	0%	-0.1%	2.1	65
Cc1nc(Nc2ccccc2C(F)(F)F)sc1C(=O)N(C)C	i	48	14%	0.1%	0%	-0.3%	-4%	-3%	-0.1%	-0.4	45
Cc1cccc2cc(CN(Cc3cccnc3)C(=O)c3ccncc3)c(=O)[nH]c12	i	28	2%	0.9%	13%	0.2%	2%	-5%	-0.6%	-1.5	78
Cc1ccc(NC(=O)c2cc3c(s2)CCCC3)cc1S(=O)(=O)Nc1ccccc1Cl	i	67	9%	2.3%	5%	-0.1%	4%	-2%	-0.8%	1.8	47
COc1ccc(CSc2nnnn2C)cc1F	i	45	0%	4.7%	-8%	-0.3%	7%	31%	-0.1%	0.2	41
Cc1nc(-c2ccccc2)ccc1C(=O)O	i	63	-4%	-1.1%	-13%	0.0%	1%	1%	0.5%	0.8	59
COc1ccc(N2C(=O)CC(NNC(=O)c3ccc(Br)s3)C2=O)cc1 (stereo unspecified)	i	33	-1%	2.2%	-9%	0.2%	-5%	-9%	0.1%	1.3	73
CC(C)(C)c1ccc(C(=O)NCc2cccnc2)cc1	i	44	-4%	1.9%	21%	-0.2%	15%	6%	-0.3%	-2.2	74
COc1ccc(CC(=O)NC(C)c2nnc(SCC(=O)c3ccc(OC)cc3)n2C)cc1 (stereo unspecified)	i	43	-2%	2.9%	-19%	-0.1%	-1%	10%	-0.8%	0.8	51
O=c1[nH]cn[nH]1	i	27	7%	3.9%	-11%	0.5%	-3%	10%	-0.3%	0.0	93
CCOC(=O)Cc1ncccc1C(=O)Nc1ccc(OC)cc1	i	37	0%	-3.6%	11%	1.1%	-1%	-1%	/	0.1	62
